FBW7 activator: FBW7 E3 ligase activators, primary screen, biochemical, AlphaScreen, human. AlphaScreen FBW7–phospho-cyclin E peptide binding, activator screen. 0.13% of 650,000 active. normalized activity (activation), % at 26.1 µM. F-box/WD repeat-containing protein 7 (Homo sapiens), Q969H0; in the data active = normalized activity above about 1.9%;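 also: purified mutant Fbw7 with reduced substrate affinity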
Target sequence (Q969H0 whole entry, looked up): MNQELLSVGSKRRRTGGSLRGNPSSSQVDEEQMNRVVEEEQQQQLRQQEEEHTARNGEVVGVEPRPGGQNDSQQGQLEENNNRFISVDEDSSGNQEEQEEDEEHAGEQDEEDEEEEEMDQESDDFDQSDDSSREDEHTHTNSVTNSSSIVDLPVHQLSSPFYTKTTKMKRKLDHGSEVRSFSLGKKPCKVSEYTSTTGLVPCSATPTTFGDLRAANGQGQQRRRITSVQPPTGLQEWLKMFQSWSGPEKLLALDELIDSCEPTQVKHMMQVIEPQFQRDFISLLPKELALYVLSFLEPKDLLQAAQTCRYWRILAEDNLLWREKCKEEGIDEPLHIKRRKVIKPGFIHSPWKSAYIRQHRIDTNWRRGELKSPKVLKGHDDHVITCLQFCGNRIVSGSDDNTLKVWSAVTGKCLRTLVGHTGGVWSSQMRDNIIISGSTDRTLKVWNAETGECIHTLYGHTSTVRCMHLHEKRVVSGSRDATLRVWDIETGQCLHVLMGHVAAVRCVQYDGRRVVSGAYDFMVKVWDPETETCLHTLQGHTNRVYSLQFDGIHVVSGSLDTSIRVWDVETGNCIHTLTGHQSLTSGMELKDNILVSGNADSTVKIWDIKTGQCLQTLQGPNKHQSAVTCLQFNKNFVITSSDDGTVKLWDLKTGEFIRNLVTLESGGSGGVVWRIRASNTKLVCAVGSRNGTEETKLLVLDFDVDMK
GPR151 activ: activators of human GPR151, primary screen, cell-based, PathHunter beta-arrestin, luminescence | G-protein coupled receptor 151 (Homo sapiens), Q8TDV0 | PathHunter beta-arrestin GPR151 cells | activation, % at 11.2 µM | 1% of 650,000 active; in the data active = activation above about 4.9%;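 also: 0% = median of compound wells and 100% = cells with positive control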
MITF inh: MITF inhibitors, primary screen, biochemical, AlphaScreen, human | AlphaScreen MITF homodimerization, bead proximity signal | inhibition, % at 2.6 µM | 0.91% of 650,000 active | AID 1259374, 2018; in the data active = inhibition above about 50%;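 also: 0% = vehicle wells with protein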
TEAD-YAP block: TEAD-YAP interaction inhibition, primary screen, TEAD-YAP interaction inhibitor project, luminescence, HEK-TIYL cells. AID 1259422, 2018. 1.4% of 640,000 active. inhibition, % at 9.12 µM. TEAD-Gal4/YAP UAS-luciferase luminescence; in the data active = inhibition above about 32%;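 also: 0% = median of test compound wells and 100% = reference inhibitor wells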
* marks the source's active call; other numbers are inactive results; & = joins results of further samples. Random draw from the library; about 3.4% have a hit in one of these screens.

A first look:
SMILES | FBW7 activator | GPR151 activ | MITF inh | TEAD-YAP block
CCOC(=O)C1(Cc2cccc(OC)c2)CCCN(C(=O)C(=O)c2ccccc2)C1 (stereo unspecified) | -0.2 | -1.1 | -1 | -44
Cc1cc(C)cc(CCC(=O)N2CCOc3ccc(C(C)(O)CN(C)C)cc3C2)c1 (stereo unspecified) | -0.2 | 0.2 | -13 | 2
COc1ccc(-n2nc(C(=O)NCC(=O)O)c3ccccc3c2=O)cc1OC | 0.0 | 0.3 | 0 | 2
O=C(c1ccco1)N1CCN(c2ccc([N+](=O)[O-])c(NC3CC3)c2)CC1 | -0.2 | 0.9 | 10 | 10

All compounds of this part, from the start:
SMILES | FBW7 activator | GPR151 activ | MITF inh | TEAD-YAP block
CCOC(=O)C1(Cc2cccc(OC)c2)CCCN(C(=O)C(=O)c2ccccc2)C1 (stereo unspecified) | -0.2 | -1.1 | -1 | -44
Cc1cc(C)cc(CCC(=O)N2CCOc3ccc(C(C)(O)CN(C)C)cc3C2)c1 (stereo unspecified) | -0.2 | 0.2 | -13 | 2
COc1ccc(-n2nc(C(=O)NCC(=O)O)c3ccccc3c2=O)cc1OC | 0.0 | 0.3 | 0 | 2
O=C(c1ccco1)N1CCN(c2ccc([N+](=O)[O-])c(NC3CC3)c2)CC1 | -0.2 | 0.9 | 10 | 10
O=C(C1CC12CCN(Cc1ccc3c(c1)CCO3)CC2)N1CCc2ccccc2C1 (stereo unspecified) | 0.1 | 0.9 | -5 | -10
COc1ccc(/C=N/Nc2ccc([N+](=O)[O-])cc2S(=O)(=O)N2CCOCC2)cc1O | 0.4 | 1.5 | -10 | -1
O=C(Nc1ccc(F)cc1Cl)c1cn(-c2ccc(F)cc2F)c(=O)c2ccccc12 | -0.1 | -0.4 | 6 | 4
CC1=C(C(=O)OCc2ccc3c(c2)OCO3)C(c2ccccc2OC(C)C)NC(=O)N1 (stereo unspecified) | 1.1 | -0.2 | 12 | -9
CCCOC(=O)c1c(NC(=O)c2ccoc2C)sc2c1CCCC2 | 0.1 | -0.2 | 18 | 4
COc1ccc(N2C(=O)C(CC(=O)Nc3ccc(F)cc3)N(CCCN3CCN(C)CC3)C2=S)cc1 (stereo unspecified) | 0.0 | 0.9 | -12 | -12
COc1cccc(CN2CCNC(=O)C2CC(=O)NCCOc2cccnc2)c1 (stereo unspecified) | 0.0 | 2.2 | -11 | -7
CC1=C(C(=O)Nc2ccccn2)C(c2cnc3ccccc3n2)C2=C(CCCC2=O)N1 (stereo unspecified) | 0.0 | 0.9 | -3 | 1
COc1ccc(-c2noc(CCC(=O)N(C)c3ccccc3Cl)n2)cc1 | 0.0 | -1.1 | 4 | 2
COC(=O)c1ccc(/C=N/NC(=O)c2cc(-c3cccs3)[nH]n2)cc1 | 0.0 | 7.4* | -1 | 11
Cc1ccc(Cl)cc1-n1c(C)cc(C=O)c1C | -0.1 | 2.0 | -1 | 2
COc1ccc(-c2cc(C(F)(F)F)n3nc(C(=O)NC4CCCCC4)cc3n2)cc1OC | 0.1 | 1.8 | 3 | -4
COc1ccc(CNC(=O)Cn2ncc3c(Cl)cccc32)cc1 | 0.1 | 0.1 | 11 | -6
Cc1ccccc1S(=O)(=O)NC1OC(=O)C(Oc2ccccc2)=C1Br (stereo unspecified) | 0.3 | -0.2 | 15 | 4
CC(C)N(C)Cc1nnnn1CC(=O)N1CCN(c2nc3ccccc3o2)CC1 | 0.0 | 0.1 | 7 | 15
CN(CC(=O)Nc1ccc(F)cc1Cl)S(=O)(=O)c1ccc(Br)s1 | 0.1 | -1.4 | 15 | 2
CNc1ccc([N+](=O)[O-])cc1N/C=C1\CCc2ccccc2C1=O | 0.1 | -0.7 | 27 | -7
CCNC(=O)CC1S/C(=N\N=C(/C)c2cccc(NC(C)=O)c2)NC1=O (stereo unspecified) | -0.2 | -0.4 | 2 | 13
Fc1ccc2[nH]c3c(N4CCCCC4)ncnc3c2c1 | -0.3 | -0.1 | -5 | 28
CCN1CCN(C2CCN(S(=O)(=O)c3ccc4c(c3)OCCO4)CC2)CC1 | 0.1 | 2.2 | 7 | -5
Cc1nc(N2CCCCC2C)c2c(C)c(C(=O)NCc3ccc(F)cc3)sc2n1 (stereo unspecified) | 0.0 | 0.3 | 8 | -6
CC1CCC/C(=C(/C#N)c2nc(-c3cc4ccccc4oc3=O)cs2)C1 (stereo unspecified) | -0.1 | 0.1 | 8 | 15
O=C(OCC1COc2ccccc2O1)c1ccccc1F (stereo unspecified) | 0.1 | 0.6 | -5 | -2
Nc1nc(N2CCc3ccccc3C2)nc2c1ncn2-c1ccccc1 | -0.2 | 0.8 | -2 | -5
CC(C)NC(=O)CSc1nc2ccccc2n1CC(=O)NC1CCCC1 | 0.1 | -0.5 | -33 | 3
COC(=O)c1ccc(OCc2c(C)noc2C)cc1 | -0.1 | 0.7 | 38 | -2
N/C(Cc1ccc([N+](=O)[O-])cc1)=N\OC(=O)c1cccc(I)c1 | -0.1 | 0.0 | -7 | 4
O=C(NOCCc1ccccc1)Nc1ccccc1 | 0.4 | -0.7 | 5 | -9
Cc1ccccc1OCCNC(=O)c1ccccc1Sc1ccccc1C#N | 0.0 | -0.4 | -5 | -9
CC1CCCCC1NC(=O)COC(=O)c1cncc(Br)c1 (stereo unspecified) | -0.1 | -1.2 | -7 | -1
CCOc1cc(CNCc2ccccc2Cl)ccc1OCC(=O)NC(C)(C)C | -0.1 | 0.6 | 9 | 11
N#Cc1c(N2CCOCC2)nc(N)c2c(N)nc3c(c12)CC(=O)N3c1ccccc1 | 0.0 | 0.1 | -2 | 4

Entries of single compounds, quoted from the list. Order of screens: FBW7 activator	GPR151 activ	MITF inh	TEAD-YAP block
O=C(NOCCc1ccccc1)Nc1ccccc1 is listed with 0.4	-0.7	5	-9
CC(C)NC(=O)CSc1nc2ccccc2n1CC(=O)NC1CCCC1 is listed with 0.1	-0.5	-33	3
Nc1nc(N2CCc3ccccc3C2)nc2c1ncn2-c1ccccc1 is listed with -0.2	0.8	-2	-5
CCOc1cc(CNCc2ccccc2Cl)ccc1OCC(=O)NC(C)(C)C is listed with -0.1	0.6	9	11
CC1CCCCC1NC(=O)COC(=O)c1cncc(Br)c1 (stereo unspecified) is listed with -0.1	-1.2	-7	-1

Later entries
SMILES | FBW7 activator | GPR151 activ | MITF inh | TEAD-YAP block
Cc1cccc(NCC(=O)N/N=C/c2cc(I)ccc2O)c1 | 0.0 | -0.1 | 8 | 12
O=C(CSc1ccccn1)N/N=C/c1cc(Br)c(O)c(Br)c1 | 0.1 | -0.8 | 5 | -1
CCOC(=O)c1cccc(NC(=O)/C=C/c2ccccc2Cl)c1 | -0.1 | 0.4 | -5 | -9
COc1ccc(Cn2c(C)cn3c4c(=O)n(Cc5ccc(C)cc5)c(=O)n(C)c4nc23)cc1 | -0.1 | 1.2 | -7 | 3
COc1cccc(C(=O)Nc2cccc3cccnc23)c1 | 0.2 | -1.4 | -6 | -44
CCOc1cc(CN2CCC(C(=O)N3CCN(c4ccccc4F)CC3)CC2)ccc1O | -0.1 | 0.8 | 47 | 7
CCn1c(/C=C/c2ccccc2O)nc2ccc(I)cc2c1=O | 0.1 | 0.9 | -5 | 4
COc1ccc(/C=C/CN2CCc3nnc(CCNC(=O)c4ccoc4)n3CC2)cc1 | -0.1 | -0.2 | 0 | 1
Cc1cccn2c(=O)c3cc(C(=O)NCc4cccnc4)n(C)c3nc12 | -0.1 | -0.1 | -12 | 9
Cc1cccc(-c2cc(C(=O)N3CCN(C)CC3)c3ccccc3n2)c1 | 0.2 | 5.7* | 12 | 9
O=c1oc2ccc(Cl)cc2cc1-c1nnc(Nc2cccc3ccccc23)s1 | -0.2 | -1.5 | -1 | -4
Cc1sc2ncnc(SCC(=O)Nc3sc4c(c3C#N)CCCC4)c2c1C | 0.0 | -1.1 | -1 | 1
CCOC(=O)c1c(-c2ccc(Cl)cc2)csc1NC(=O)CN1CC(C)OC(C)C1 (stereo unspecified) | 0.1 | 0.9 | 11 | -1
CCOCCCNC(=O)c1cc(Nc2ccc(CC)cc2)nc2ccccc12 | 0.7 | -1.0 | 3 | 11
O=C(Nc1nc(-c2ccc(Br)s2)cs1)c1cccc([N+](=O)[O-])c1 | 0.1 | 1.0 | 9 | -7
CCCOc1ccc(-c2cc(C(=O)Nc3sc4c(c3C(=O)OC)CCC(C)C4)c3ccccc3n2)cc1 (stereo unspecified) | 0.1 | -0.3 | 7 | -3
CCCn1c(NCc2ccc(OC)c(OC)c2)nc2ccccc21 | -0.1 | -0.9 | -8 | 6
Cc1ccc(C2CC(C(F)(F)F)n3nc(C(=O)Nc4cccc(C)c4C)cc3N2)cc1 (stereo unspecified) | -0.1 | -0.1 | 4 | 9
Cc1ccc(CN2CCN(Cc3ccc(F)cc3)CC2CCO)cc1 (stereo unspecified) | 0.2 | -0.6 | 10 | -5
O=C(COc1ccc([N+](=O)[O-])cc1)Nc1cc(C(F)(F)F)ccc1Cl | 0.1 | -0.5 | -7 | 5
O=C(NNC(=O)c1ccccc1[N+](=O)[O-])Nc1ccccc1C(F)(F)F | 0.7 | -0.6 | 22 | 2
Cc1ccc(S(=O)(=O)Nn2c(SCC(=O)Nc3ccc(C)c(Cl)c3)nc3ccccc3c2=O)cc1 | -0.1 | -0.4 | 14 | 7
CC(C)=CCC/C(C)=C/C=N/Nc1ccc(S(N)(=O)=O)cc1[N+](=O)[O-] | -0.3 | 1.0 | 4 | 6
Cc1cccc(C)c1NC(=O)c1cc(S(=O)(=O)N2CCOCC2)ccc1F | 0.0 | -0.1 | 2 | -1
c1cncc(-c2cc(N3CCCCC3)nc(-c3cccnc3)n2)c1 | 0.0 | 0.8 | 10 | 15
O=C(COC(=O)C12CC3CC(CC(O)(C3)C1)C2)Nc1ccc([N+](=O)[O-])cc1Cl | 0.1 | 0.1 | 13 | 3
Cc1ccc(CSc2nnc3[nH]c(=O)ccn23)cc1 | 0.8 | -2.4 | 11 | 22
CC(=O)c1cccc(-c2nc(NCCOc3ccccc3)c3ncn(-c4ccsc4)c3n2)c1 | 0.1 | -0.7 | -7 | -2
CCCCOC(=O)[C@@H](NS(=O)(=O)c1ccc(C)cc1)C(C)C | 0.1 | -0.4 | -11 | 6
COC(=O)c1ccc(NC(=O)CCn2c(=O)oc3ccccc32)cc1 | -0.2 | -0.5 | -5 | -6
CCN(C(=O)COC(=O)c1[nH]c(C)c(C(C)=O)c1C)C1CCS(=O)(=O)C1 (stereo unspecified) | 0.4 | -1.5 | 12 | 2
O=C(NCC1COc2ccccc2O1)c1cc(-c2ccncc2)nc2ccccc12 (stereo unspecified) | 0.1 | 0.1 | 5 | 17
CN1C2CCC1CC(OC(=O)C(CO)c1ccccc1)C2 (stereo unspecified) | 0.0&0.5&-0.1&-0.1&0.1&-0.1 | -0.3&-1.2&-0.5&4.1&-1.1&3.7 | 8&16&14&3&-22&-6 | -5&7&-26&7&2&4
CCCc1ccc(S(=O)(=O)Nc2ccc3c(c2)CC(=O)N3C)cc1 | 0.0 | 4.9* | 2 | 8
CC(C)(C)NC(=O)CN(C(=O)c1ccc2c(c1)OCCO2)c1ccccc1F | 0.0 | -0.8 | -9 | -7
COCCCN1C(=O)/C(=C/c2cccc(OC)c2)S/C1=N/S(=O)(=O)c1ccccc1 | 0.0 | -0.8 | 10 | -1
CC(C)NS(=O)(=O)c1ccc2c(c1)OCC(=O)N2CC(=O)NCc1ccccc1 | 0.3 | -3.3 | 5 | 17
CCOc1ccc(NS(=O)(=O)c2cc(C(=O)N3CCN(C)CC3)ccc2NCCc2ccc(Cl)cc2)cc1 | -0.1 | -1.3 | 9 | 0
C=CCN1C(=O)/C(=c2\sc3n(c2=O)C(c2ccccc2Cl)C(C(=O)OC)=C(C)N=3)c2ccccc21 (stereo unspecified) | -0.3 | 2.1 | -2 | -7
N=c1sccn1CC(=O)Nc1ccc2c(c1)OC(F)(F)O2 | 0.3 | 1.0 | 3 | 9
O=C(NCCN1CCCC1)c1cn(-c2ccc(Cl)cc2)c(=O)c2ccccc12 | 0.0 | -1.1 | 8 | 1
COc1ccc(/C=C/CN2CCCC(CNC(=O)c3cccs3)C2)cc1 (stereo unspecified) | 0.2 | -1.9 | 12 | -3
N#Cc1cc2cc3c(cc2nc1NCCNC(=O)C(F)(F)F)OCO3 | 0.2 | -2.3 | -10 | -8
COC(=O)c1ccccc1S(=O)(=O)Nc1cc2oc3ccccc3c2cc1OC | 0.7 | -0.1 | 24 | 3
N#Cc1ccc(CSc2nnc(NC(=O)c3ccccc3[N+](=O)[O-])s2)cc1 | 0.0 | -1.4 | 8 | 1
CCn1c(CNC(=O)Cc2ccc(OC)cc2)nnc1SCc1ccc(C)cc1 | 0.0 | 0.4 | 8 | 19
COc1ccc(C2C(=O)N(C3CCC(C)CC3)CC(=O)N2CCc2ccc(Cl)cc2)cc1OC (stereo unspecified) | 0.1 | -1.2 | -1 | 6
COc1ccccc1CNC(=O)COc1ccc(Br)cc1 | -0.2 | 1.4 | -1 | 8
CC(C)NC(=O)CSc1nnc2c3ccccc3n(C)c2n1 | 0.0 | 0.1 | 0 | 7
CCOC(=O)c1c(C)[nH]c(C(=O)COC(=O)CNS(=O)(=O)c2ccc(C)cc2)c1C | 0.2 | -1.9 | -3 | -3
